# ALOX15B inhib = blocks human 15-lipoxygenase 2 activity. 110,000 tested, 0.56% active. O15296. AID 881. Potency, µM (series often up to 57.1 µM), for the others: top-dose activity change, negative = inhibition, usual class: inhibitors. purified 15hLO-2, xylenol orange hydroperoxide absorbance; also: potency is read from the fitted curve at half-maximal effect; nearly all actives have a fitted effect of over 60% in size; many of its hits are not listed in these tables
# Target sequence (O15296 whole entry, looked up): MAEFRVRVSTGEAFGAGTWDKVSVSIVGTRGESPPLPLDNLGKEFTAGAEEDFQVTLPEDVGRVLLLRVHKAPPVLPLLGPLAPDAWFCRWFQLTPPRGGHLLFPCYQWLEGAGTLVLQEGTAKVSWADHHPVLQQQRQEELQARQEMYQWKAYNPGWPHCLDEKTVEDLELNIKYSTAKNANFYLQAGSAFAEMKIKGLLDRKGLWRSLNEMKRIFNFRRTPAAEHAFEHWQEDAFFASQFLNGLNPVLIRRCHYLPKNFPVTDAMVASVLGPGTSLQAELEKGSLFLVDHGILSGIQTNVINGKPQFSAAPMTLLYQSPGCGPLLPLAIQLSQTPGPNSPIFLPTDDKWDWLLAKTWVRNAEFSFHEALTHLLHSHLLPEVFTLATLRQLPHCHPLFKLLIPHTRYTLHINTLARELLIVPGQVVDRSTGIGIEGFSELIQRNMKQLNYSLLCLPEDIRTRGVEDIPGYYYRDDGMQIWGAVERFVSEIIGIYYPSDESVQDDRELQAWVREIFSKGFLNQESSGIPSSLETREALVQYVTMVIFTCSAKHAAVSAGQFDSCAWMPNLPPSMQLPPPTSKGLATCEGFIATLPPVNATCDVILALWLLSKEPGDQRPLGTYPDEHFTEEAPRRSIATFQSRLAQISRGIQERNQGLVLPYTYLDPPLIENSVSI
#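 Purified human 15hLO-2 (50 nM) preincubated 15 min with compound, then 45 uM arachidonic acid for 90 min at RT in 25 mM Hepes pH 7.5, 0.01% Triton X-100. Hydroperoxide detected by Fe-xylenol orange; 573/405 nm absorbance ratio.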
# IMPase cell inh = membrane-permeable compound that blocks inositol monophosphatase; AID 901; inhibition (IP1 accumulation), % at 46.1 µM; 120,000 tested, under 10 active; CHO-M1 cells, IP1 accumulation, HTRF TR-FRET ratio; active = well fitted curve in the direction sought with a large enough effect in the signal ratio, not every such curve was filed as active; inconclusive = small, poorly fitted or top-dose-only effect, or a change in a side signal; inactive = no such curve, though single readings can be large or run the other way; the % refers to the signal ratio;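 also: cells stimulated with carbachol in lithium chloride buffer; plate controls were DMSO basal wells for no effect and reference inhibitor wells for full effect; higher means more IMPase inhibition seen as more IP1 and lower FRET ratio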
# Target sequence (P97697 whole entry, looked up): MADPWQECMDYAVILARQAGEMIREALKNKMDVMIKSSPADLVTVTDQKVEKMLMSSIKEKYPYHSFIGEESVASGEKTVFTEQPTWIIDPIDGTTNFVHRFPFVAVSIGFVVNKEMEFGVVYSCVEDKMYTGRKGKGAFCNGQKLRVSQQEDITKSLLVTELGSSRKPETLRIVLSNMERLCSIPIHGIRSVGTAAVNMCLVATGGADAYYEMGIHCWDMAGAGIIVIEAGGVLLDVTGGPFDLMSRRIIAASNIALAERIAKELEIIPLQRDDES
#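 CHO-M1, 2000 cells/well, cultured 16–30 h; cpd up to 46 uM; carbachol (50 uM solution, stimulation buffer w/ 50 mM LiCl, pH 7.4), 30 min 37C; IP-One TR-FRET, 10 min RT; Ex 320/Em 665, 620; Hill-fit AC50.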
# ALOX12 inhib = 12-hLO (ALOX12) enzyme inhibition | P18054 | purified 12-hLO, xylenol orange hydroperoxide absorbance | AID 1452 | 150,000 tested, 0.12% active | Potency, µM (titrated, usually from 57.1 µM), for inactives: top-dose activity change, negative = inhibition, most hits filed as inhibitors; also: potency is read from the fitted curve at half-maximal effect; nearly all actives have a fitted effect of over 55% in size; many of its hits are not listed in these tables
#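 150 nM 12hLO, 25 mM Hepes pH 7.0 + 0.01% Triton X-100; cpd preinc 15 min RT; 40 uM arachidonic acid, 30 min RT; Fe-XO 30 min; A573/A405 ratio as read-out.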
# PNC assembly inh = inhibitors of perinucleolar compartment assembly. PC3M PTB-GFP, PNC prevalence imaging, 16 h; hits give low values. activity change (PNC), negative = inhibition, % at 10 µM. 140,000 tested, 3.1% active. AID 2417;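 active = readout at or below -70, meaning at least 70% loss of cells showing the perinucleolar compartment, a nuclear body marking cancer cells; inconclusive = readout between -30 and a set limit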;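 also: plate controls were DMSO wells for no effect and camptothecin positive control wells for full effect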
#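 Compounds are pinned in duplicate onto adhered PC3M cells stably expressing GFP-tagged PTB and incubated 16 h at 37 C. Cells are then fixed, nuclei stained with Hoechst, and PNC-positive cells counted.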
# * hit, by the source's call; u = inconclusive; x = not tested or not shown; [ ] = another dose, or the depositor's remark. Unless noted, calls follow the shape of the dose curve; as a rule, active = well fitted curve in the direction sought with a large enough effect; inconclusive = small, poorly fitted or top-dose-only effect, or another doubt; inactive = no such curve, though single readings can be large; an effect the other way counts as inactive or inconclusive. Unless noted, % is scaled to controls: 0 for no effect and ±100 for the full control effect. Only part of the results is shown; count on the stated rates, not on these rows.
SMILES,ALOX15B inhib,IMPase cell inh,ALOX12 inhib,PNC assembly inh
CC(C)(C)OC(=O)N1CCCC1C(=O)NC(Cc1ccccc1)C(=O)O (stereo not given),-2%,16,0%,-9
O=c1c2cn[nH]c2nc(SCc2ccc3c(c2)OCCO3)n1-c1ccccc1,27%,15,0%,-21
CCOc1ccc(OCCOCCNCCOC)cc1,x,x,-4%,34
COc1ccc(C(=O)c2c(C)c3ccccc3n2CC(O)CNC(C)C)cc1 (stereo not given),x,x,-6%,49
Fc1ccc(Br)cc1C1C=C(c2ccc(Br)cc2)Nc2ncnn21 (stereo not given),24%,4,-2%,61
COc1ccccc1OCC(=O)N1CC2(C)CC1CC(C)(C)C2 (stereo not given),-2%,3,5%,-13
CCN(CC)CCn1c(OC)cc(=O)[nH]c1=O,1%,2,0%,37
COc1ccccc1C(CNC(=O)c1ccc(S(=O)(=O)NCc2ccco2)cc1)N(C)C (stereo not given),x,x,-2%,u
CC(C)C(=O)Nc1ccc(NC(=O)c2cccs2)cn1,8%,0,-6%,u
N#CCc1ccc(C(=O)c2ccccc2)s1,-18%[11.4 µM],-13[1.84 µM],1%,-82*
O=C1N=C(N2CCN(c3ccccc3)CC2)SC1Cc1ccccc1 (stereo not given),x,6,-5%,-9
COc1cccc(NC(=O)/C=C/c2ccccc2[N+](=O)[O-])c1,x,x,-6%,29
Cc1ccc2nsnc2c1S(=O)(=O)NC1CC1,x,-9,0%,300
NC(=O)C1(N2CCCCC2)CCN(C(=S)Nc2ccc(Cl)cc2)CC1,4%,-12,0%,-21
CC1(C)CC(=O)C2=C(C1)NC(SCC(=O)Nc1ccccc1)=C(C#N)C21CCCCC1,-1%,10,5%,9
O=C(/C=C/Nc1ccc([N+](=O)[O-])cc1Br)c1cccc2ccccc12,x,x,-1%,u
Cc1ccc(-c2csc3nc(C)n(-n4cccc4)c(=O)c23)o1,-4%,6,-13%,16
O=S(=O)(NCCC1=CCCCC1)c1cccc2nsnc12,60%[activator],0,0%,13
Cc1c(Oc2ccc(C(F)(F)F)cc2[N+](=O)[O-])ccc2c3c(c(=O)oc12)CCC3,x,-4,0%,-20
CCN(CC)S(=O)(=O)c1ccc2[nH]cc(C(=O)NCCC3=CCCCC3)c(=O)c2c1,-15%,3,-15%,2
CSc1nc(NC(C)=O)nc(C)c1Cl,-3%,2,0%,4
O=C1C(Cc2ccc(O)cc2)NC(=S)N1c1ccccc1 (stereo not given),11%,2,-2%,33
COc1ccc(CC(=O)N2CCCC(C)C2)cc1 (stereo not given),-11%,0,-5%,2
O=C(CSc1ccc(Cl)cc1)N1CCN(c2ccc(Cl)cc2[N+](=O)[O-])CC1,-10%,12,-15%,66
CN(C)c1nc(OCCNC(=O)COc2ccccc2Cl)nc(N(C)C)n1,x,1,-7%,-84*
O=C(c1cnc(N2CCN(c3ncccn3)CC2)c2ccccc12)N1CCN(c2ncccn2)CC1,22%,12,-2%,u
Cc1ccc2[nH]cc(CCNC(=O)c3ccc([N+](=O)[O-])cc3)c2c1,x,4,-7%,9
CC(=O)Nc1ccc2nc(-c3cccs3)[nH]c2c1,1%,2,-5%,-12
CC(C)C(OC(=O)c1cc2occc2n1C)C(=O)NCc1ccc2c(c1)OCO2 (stereo not given),-3%,6,-14%,-4
CCOc1ccc(NS(=O)(=O)c2cc(OC)ccc2OC)cc1,-2%,-4,-17%,u
CCOc1cc(/C=C2\C(=O)N(c3nc(-c4ccc(Br)cc4)cs3)N=C2c2ccccc2)ccc1O,u,-4,u,28
COc1ccc2cc(CN(CC3CCCO3)S(=O)(=O)c3ccc(C(C)=O)cc3)c(=O)[nH]c2c1 (stereo not given),-2%,-9,-5%,30
O=C(/C=C/c1ccc(S(=O)(=O)N2CCOCC2)cc1)NCc1ccccc1Cl,x,x,0%,42
O=C(CSc1nc2c(c(=O)n1-c1ccc(Br)cc1)SCC2)NCC1CCCO1 (stereo not given),x,-6,3%,77
Cc1ccc(NC(=O)C2CCN(S(=O)(=O)c3cccc4cccnc34)CC2)nc1,5%,6,2%,-9
CCC1(C)Cc2ccccc2-c2c1c(=O)n(-c1ccc(C)cc1)c1nnnn21 (stereo not given),6%,-6,4%,22

# Some values from the results shown:
# Result for `O=C(/C=C/c1ccc(S(=O)(=O)N2CCOCC2)cc1)NCc1ccccc1Cl` in ALOX12 inhib: 0%
# Result for `CC(C)C(OC(=O)c1cc2occc2n1C)C(=O)NCc1ccc2c(c1)OCO2` (stereo not given) in IMPase cell inh: 6
# Result for `CCC1(C)Cc2ccccc2-c2c1c(=O)n(-c1ccc(C)cc1)c1nnnn21` (stereo not given) in ALOX15B inhib: 6%
# Result for `O=C(c1cnc(N2CCN(c3ncccn3)CC2)c2ccccc12)N1CCN(c2ncccn2)CC1` in ALOX12 inhib: -2%
# Result for `CN(C)c1nc(OCCNC(=O)COc2ccccc2Cl)nc(N(C)C)n1` in ALOX12 inhib: -7%
# Result for `COc1ccc2cc(CN(CC3CCCO3)S(=O)(=O)c3ccc(C(C)=O)cc3)c(=O)[nH]c2c1` (stereo not given) in PNC assembly inh: 30
# Result for `CC(=O)Nc1ccc2nc(-c3cccs3)[nH]c2c1` in ALOX15B inhib: 1%

# Next part.
SMILES,ALOX15B inhib,IMPase cell inh,ALOX12 inhib,PNC assembly inh
c1cc2c(cnc3cscc32)s1,x,x,-11%,u
CC(C(=O)NCc1cccs1)N1C(=O)c2ccccc2C1=O (stereo not given),-1%,-7,1%,-2
CCN(CC)CC#CCC1(O)c2ccccc2-c2ccccc21,2%,10,4%,u
COC(=O)/C(=C(/F)Sc1cc(C)c(O)c(C)c1)C(F)(F)F,-18%,-1,1%,-4
Cc1ccc(S(=O)(=O)NCCC(=O)N2CCN(Cc3ccccc3)CC2)cc1,10%,2,1%,u
CC(=O)Nc1cccc2c1C(=O)N(c1ccc(C)cc1)C2=O,x,24,-2%,-20
O=C(C1CCCN1S(=O)(=O)c1cccc2cccnc12)N1CCN(c2ccccc2)CC1 (stereo not given),2%,-1,1%,u
COc1ccc(-c2nc3nc(C)c(Cc4ccccc4)c(=O)n3[nH]2)cc1,-6%,-5,0%,-19
CN(C)c1nn(C(=O)Nc2cccc(C(F)(F)F)c2)cc1-c1ccccc1,-3%,7,1%,11
O=C(Nc1ccc2oc(-c3cccc4ccccc34)nc2c1)c1ncn[nH]1,2%,-9,0%,8
Cc1sc(-c2ccncc2)nc1OC(=O)c1cc(Cl)cc(Cl)c1,44%[activator],2,1%,26
COc1cc(-c2nc(-c3ccc(Br)o3)no2)cc(OC)c1OC,-11%,14,10%,27
COc1ccc(COc2cc(-c3cccc(OC)c3)nc3ccc(NC(=O)C(C)C)cc23)cc1,x,x,-1%,19
Cc1ccccc1NC(=O)c1cccc2nc3ccccc3nc12,-4%,u,3%,39
Cc1cccc(C(=O)O/N=C2\CCSc3ccc(C)cc32)c1,0%,u,1%,15
COc1ccc(C(=O)NC(NC(=S)Nc2ccc(S(N)(=O)=O)cc2)C(Cl)(Cl)Cl)cc1 (stereo not given),-4%,0,-14%,-11
O=C(Nc1ccc(Br)cc1F)C1CCCO1 (stereo not given),x,x,-9%,16
CCC(C)c1ccccc1NC(=O)COC(=O)c1ccc(C)c(NC(=O)c2ccco2)c1 (stereo not given),-1%,12,-19%,u
COc1cccc(C2CC(c3ccc(Cl)cc3)n3nc(N)nc3N2)c1 (stereo not given),34%[activator],-1,4%,23
CCc1nnc(NC(=O)CSc2nnc(CSc3nc(C)cc(C)n3)n2C)s1,-3%,6,1%,u
O=C(CSc1nccc(=O)[nH]1)c1ccccc1Br,-22%,2,-7%,23
CCc1nnc(NC(=O)CSc2nccn2-c2cccc(C)c2C)s1,-4%,3,-3%,8
CCOC(=O)c1cc2sccc2n1CC(=O)Nc1ccc(OC)cc1OC,-4%,-2,-4%,61
O=C(c1ccc(C(F)(F)F)cc1)N1CCC(=O)N(C(COCc2ccc(C(F)(F)F)cc2)Cc2ccccc2)CC1 (stereo not given),x,x,-7%,26
CCCn1c(C)nc2c(NCCCCN(CC)CC)nc(C)nc21,23%,x,-4%,x
N#Cc1c(N)oc(-c2cccs2)c1-c1cccs1,-22%,-13,-5%,u
CN1CCN(c2nc(-c3cccs3)nc3ccccc23)CC1,x,0,0%,-11
O=C(OCC(=O)N1CCc2ccccc2C1)c1cccc([N+](=O)[O-])c1,x,3,2%,u
C/C(=N\NC(=O)Cc1cccn1C)c1cccs1,x,x,-3%,7
COCCNC(=O)C(=O)c1cc(C)n(-c2ccc([N+](=O)[O-])cc2)c1C,-2%,-1,4%,15
C=CCn1c(-c2ccc([N+](=O)[O-])cc2)n[nH]c1=S,x,x,-2%,u
COC(=O)c1sccc1NC(=O)c1cccnc1,0%,-1,5%,u
Cc1cc(NS(=O)(=O)c2ccc(-c3ccccc3)cc2)no1,-1%,1,1%,41
O=C1NC(c2ccco2)Nc2sc3c(c21)CCN(Cc1ccccc1)C3 (stereo not given),29%,9,5%,u
COCCCN(C(=S)NC(=O)c1ccc(C(C)(C)C)cc1)c1c(N)n(Cc2ccccc2)c(=O)[nH]c1=O,x,x,-30%,61
Cc1cccc(N(C(=O)Cn2nnc3ccccc32)C(C(=O)NCc2ccco2)c2ccncc2)c1C (stereo not given),-9%,4,-9%,-28

# Some of these compounds in order of length of the SMILES, descending:
SMILES,ALOX15B inhib,IMPase cell inh,ALOX12 inhib,PNC assembly inh
COCCNC(=O)C(=O)c1cc(C)n(-c2ccc([N+](=O)[O-])cc2)c1C,-2%,-1,4%,15
O=C1NC(c2ccco2)Nc2sc3c(c21)CCN(Cc1ccccc1)C3 (stereo not given),29%,9,5%,u
CN1CCN(c2nc(-c3cccs3)nc3ccccc23)CC1,x,0,0%,-11
N#Cc1c(N)oc(-c2cccs2)c1-c1cccs1,-22%,-13,-5%,u
C/C(=N\NC(=O)Cc1cccn1C)c1cccs1,x,x,-3%,7

# (more compounds)
SMILES,ALOX15B inhib,IMPase cell inh,ALOX12 inhib,PNC assembly inh
Clc1ccccc1C1SCC2Nc3ccccc3CN21 (stereo not given),4%,-2,-5%,-2
CC(=O)N[C@H]1[C@@H](O[C@@H](C)C(=O)O)[C@H](O)[C@H](CO)O[C@@H]1O,0%[25.6 µM],-6[20.6 µM],-1%[25.6 µM],x
Cc1c(NC(=O)COC(=O)Cc2ccc(Cl)cc2)c(=O)n(-c2ccccc2)n1C,1%,4,-4%,u
CCc1cc(C(=O)O)c(NC(=O)C(c2ccccc2)c2ccccc2)s1,-16%,-4,-1%,-3
O=C(O)CCC(=O)OC1CC2CCC1C2 (stereo not given),-2%,2,-2%,-10
Nc1ccc(Nc2ccncc2[N+](=O)[O-])cc1,-9%,u,-5%,-24
COc1ccc(CC(CC(=O)O)C(=O)Nc2ccc(OC)cc2)cc1 (stereo not given),-1%,0,-3%,-13
CC1CCCCN1S(=O)(=O)c1ccc(C(=O)Nc2ccccc2-c2nc3ccccc3s2)cc1 (stereo not given),x,x,2%,11
Cc1noc(C)c1CSCC(=O)N1CCN(c2ccc([N+](=O)[O-])cc2)CC1,-7%,23,-14%,32
CN(CC(=O)NCc1ccc(Cl)cc1)S(=O)(=O)c1cccc2cccnc12,2%,7,-4%,23
CCc1ccc(NC(=O)CN2C(=O)CSC2=O)cc1,x,-1,0%,-5
N#Cc1ccc(N2Cc3ccccc3/C2=N/C(=O)Nc2ccc(Cl)cc2)cc1,x,x,-4%,16

# PNC assembly inh, hit marks shown above
SMILES,ALOX15B inhib,IMPase cell inh,ALOX12 inhib,PNC assembly inh
N#CCc1ccc(C(=O)c2ccccc2)s1,-18%[11.4 µM],-13[1.84 µM],1%,-82*
CN(C)c1nc(OCCNC(=O)COc2ccccc2Cl)nc(N(C)C)n1,x,1,-7%,-84*

# Compound activity as filed in PubChem.
